From PubChem
WT yeast gro inh: growth inhibition of WT yeast, mitochondrial fusion screen. inhibition, % at 10 µM. actives 2.1% (n = 190,000). mitochondrial fusion phenotypic screen, WT strain; in the data active = inhibition above about 58%; tested in S. cerevisiae
bCat nuc transl: modulators of beta-catenin nuclear translocation. AID 1665. actives 0.3% (n = 190,000). nuclear translocation activity, % at 5 µM. HeLa beta-catenin nuclear translocation, immunofluorescence imaging;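 active = nuclear translocation activity above 50% at 5 µM, with a well cell count of 50 or more; inconclusive = wells under 50 cells across six images, flagged as toxic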;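 also: per-cell ratio of nuclear to cytoplasmic median beta-catenin stain intensity; plate controls were DMSO negative control for no effect and GSK-3 inhibitor IX positive control for full effect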
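System: HeLa cells, endogenous beta-catenin; compound dosing: 5 µM primary single dose, 0.1% DMSO, 0.02–20 µM confirmation series; incubation: 24 h compound exposure at 37°C, 5% CO2; signal: beta-catenin immunofluorescence imaging with DAPI; evaluation: % activation, nuclear-to-cytoplasmic median beta-catenin signal ratio per cell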
Myeloid diff 2: myeloid differentiation induction. ER-HoxA9 myeloid progenitors, lysozyme-GFP differentiation, flow cytometry. calls only at 10 µM. actives 1% (n = 360,000);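 active = normalized GFP-positive differentiation at or above the plate's own cutoff, the solvent-only control mean plus 3 SD; inconclusive = no clear call, values can overlap the other calls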;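 also: cells exposed to compound for four days before flow analysis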
MT stabilize HCS: stabilizes microtubules in HeLa cells. HeLa tubulin immunostaining HCS, 24 h; share of cells brighter than vehicle mean+2SD. % tubulin-high responders, % at 10 µM. actives 0.83% (n = 200,000);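 active = plate Z-score above 3 for both tubulin-high and condensed-nucleus cell shares, with cell loss under 80%, at 10 µM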;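 also: anti alpha tubulin signal scored within the nucleus-defined area of each cell; some results filed as inactive read as strong as hits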
Autophagy mod: autophagy modulation, high-content screen; MEF GFP-LC3 puncta imaging; test concentration mostly 10 µM; calls only at 10 µM (by protocol); actives 0.98% (n = 190,000);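 active = percentage of spot-positive cells more than 3 SD above its plate mean, without a fluorescence outlier flag or 80% toxicity; inconclusive = no clear call, values can overlap the other calls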;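 also: spot-positive cell cutoff set from DMSO-treated cells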
Insulin prom up: MIN6 insulin promoter up-regulation. AID 1625. MIN6 insulin promoter-GFP reporter, high-content imaging; hits give high values. z-score at 5 µM. actives 0.3% (n = 190,000);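 active = z-score above 3 at 5 µM with at least 500 cells counted in the well; inconclusive = wells under 500 cells, flagged as cytotoxic or low count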
Lipid droplet: modulators of hepatic lipid droplet formation; inhibition, % at 6.5 µM; actives 0.4% (n = 240,000); AML12 mouse hepatocytes, oleate lipid droplets, BODIPY imaging;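 active = lipid droplet intensity inhibited by at least 50%, with more than 500 cells counted; inconclusive = wells with under 300 cells, treated as cytotoxic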
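Material – mouse AML12 hepatocyte cell line, fixed after treatment · Compound dosing – one dose, 6.5 µM compound · Times – compound with oleate, overnight · Measured by – Image-based BODIPY and DAPI two-channel analysis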
West Nile antiviral: inhibition of WNV-induced cytopathic effect – cell-based, CPE readout (AID 1621). West Nile virus-infected cells, CPE inhibition; higher % means a stronger effect. one-dose CPE inhibition, % at 10 µM; IC50 in µM for titrated hits. actives 0.02% (n = 290,000); in the data active = a potency from the dose series; inconclusive = CPE inhibition mostly from about 3.7% at the one dose, without a potency; inactive = the rest, 99 in 100 with CPE inhibition below about 2.2%; also: strong numbers were not always called active
T cell modulator: T cell immune modulators affecting CD8 T cell-vesicle binding. 2C CD8+ T cell-vesicle binding, flow cytometry; hits give low values. calls only at 7 µM. actives 0.068% (n = 330,000). AID 2052;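 active = response, share of CD8 T cells binding vesicles, and their 90th percentile fluorescence all below set limits, cut at about 80% in these data, passing the limit was not always enough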
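Material: 2C TCR transgenic mouse naive CD8+ T cells, MACS-purified. Also added: QL9-charged Drosophila Ld/ICAM-1/B7-1 vesicles. Timing: binding 1.5 h at 37 °C. Measured by: high-throughput flow cytometry with anti-B7-1 and anti-CD8 staining. Read-out: percent CD8+ FL2 mean versus row control. Controls: Unloaded micro-vesicles (low), QL9 vesicles with 0.7% DMSO (high).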
WT yeast gro inh mutant strain: second read-out of WT yeast gro inh, no call of its own (marks repeat the call); inhibition, %; mitochondrial fusion phenotypic screen, mutant strain inhibition
Insulin prom up cell count: also measured in Insulin prom up; calls as there; cell count; measured here: cytotoxicity, nuclei count;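 total cells summed across four imaged fields per well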
Lipid droplet cells 6.5 µM: further read-out of Lipid droplet, marked with its call; cell count; measured here: cell count, cytotoxicity flag;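 cells counted across two imaged fields per well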
bCat nuc transl cell count 5 µM: further read-out of bCat nuc transl, marked with its call; cell count; measured here: cell count, cytotoxicity flag
T cell modulator vesicle-bound %: also measured in T cell modulator; calls as there; double positive events, %; measured here: CD8+ vesicle-bound cell fraction;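 binding gate set so that unloaded-vesicle control wells show 10% double positive cells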
MT stabilize HCS Hoechst-high %: recorded beside MT stabilize HCS, whose call it bears; % Hoechst-high responders; measured here: nuclear condensation Hoechst responders;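 share of cells brighter than vehicle mean plus two SD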
MT stabilize HCS cytotoxicity %: further read-out of MT stabilize HCS, marked with its call; toxicity, %; measured here: cytotoxicity by cell density;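 0% = mean cell density of plate MIN control wells and 100% = no cells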
Autophagy mod cell loss 18 h: also measured in Autophagy mod; calls as there; toxicity, %; measured here: cell loss, nuclei count;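 cell loss after 18 h compound exposure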
Myeloid diff 2 GFP+ MAC1+ %: further read-out of Myeloid diff 2, marked with its call; GFP+ MAC1+ double positive, %; measured here: differentiation confirmed by MAC1 staining
* marks the source's active call; other numbers are inactive results; i = inactive; ? = inconclusive; . = no result given. Rows were taken by chance (roughly 3.9% active in at least one column).

mol	WT yeast gro inh	WT yeast gro inh mutant strain	bCat nuc transl	bCat nuc transl cell count 5 µM	Myeloid diff 2	Myeloid diff 2 GFP+ MAC1+ %	MT stabilize HCS	MT stabilize HCS Hoechst-high %	MT stabilize HCS cytotoxicity %	Autophagy mod	Autophagy mod cell loss 18 h	Insulin prom up	Insulin prom up cell count	Lipid droplet	Lipid droplet cells 6.5 µM	West Nile antiviral	T cell modulator	T cell modulator vesicle-bound %
Cc1ccc(Nc2nnc(-c3ccncc3)s2)c(Br)c1	12	-14	-1.3	953	i	1.3	4.4	3.1	9.9	i	-18	1.9	1490	-4	709	0.1%	i	13
CCN(CC)c1nc(Nc2ccccc2)nc(Oc2ccc(=O)[nH]n2)n1	13	3	1.9	879	i	11	5.6	4.0	12	i	2	-0.76	1144	-3	577	0.1%	i	6
COCc1cc(=O)[nH]c(Cc2c(Cl)cccc2Cl)n1	.	.	.	.	i	0.6	.	.	.	.	.	.	.	0	425	-0.3%	i	48
O=C(Cn1cnc2ccccc2c1=O)Nc1ccc(-c2nnc3n2CCCCC3)cc1	-6	-4	-0.8	785	i	6.9	2.2	2.3	13	i	-4	.	.	.	.	1.4%	i	34
COc1ccc(Nc2ncccc2C(=O)O)cc1	1	2	0.7	989	i	7.6	1.1	1.5	3.7	i	-2	1	789	-2	819	1.2%	i	16
CC(NC(=O)COc1ccc(Oc2ccccc2)cc1)C(=O)O (stereo not drawn)	-13	-23	-1.9	978	i	1.3	1.6	1.2	3.9	i	-11	.	.	2	656	0.4%	i	18
CCOC(=O)CCC(=O)Nc1cccc([N+](=O)[O-])c1	22	2	-3.5	549	i	0.4	1.1	2.1	0.1	i	12	0.12	1432	-8	692	-0.4%	i	49
O=C(NNc1ncnc2c1cnn2-c1ccc(F)cc1)c1cccs1	-11	4	0.7	1139	i	0.3	1.6	2.0	14	i	-22	-1.1	1352	8	678	1.2%	i	27
COc1ccc2nc(/N=C(\N)NC(=O)N3c4ccccc4Sc4ccccc43)nc(C)c2c1	3	8	-0.8	486	i	0.5	5.8	3.2	3.7	i	38	-0.15	1045	3	634	-0.5%	i	52
Cc1ccc(C(C(=O)NC2CCCCC2)N2CCCC2)cc1 (stereo not drawn)	-2	3	-1.7	989	i	1.6	4.1	3.5	5.9	i	11	0.06	1622	-7	598	-0.1%	i	44
COc1cc(C(=O)/C=C/Nc2ccc(NC(C)=O)cc2)cc(OC)c1OC	10	18	-0.6	1007	i	0.2	2.1	1.8	7.9	i	-9	0.55	1400	-5	636	1.3%	i	44
Cc1nc2oc3c(NCc4ccccn4)ncnc3c2c2c1COC(C)(C)C2	13	-10	-0.9	1077	i	0.8	1.4	2.1	6.6	i	7	-0.19	1524	-5	706	2.1%	i	18

Already shown: an excerpt of the list.
mol	WT yeast gro inh	WT yeast gro inh mutant strain	bCat nuc transl	bCat nuc transl cell count 5 µM	Myeloid diff 2	Myeloid diff 2 GFP+ MAC1+ %	MT stabilize HCS	MT stabilize HCS Hoechst-high %	MT stabilize HCS cytotoxicity %	Autophagy mod	Autophagy mod cell loss 18 h	Insulin prom up	Insulin prom up cell count	Lipid droplet	Lipid droplet cells 6.5 µM	West Nile antiviral	T cell modulator	T cell modulator vesicle-bound %
Cc1ccc(Nc2nnc(-c3ccncc3)s2)c(Br)c1	12	-14	-1.3	953	i	1.3	4.4	3.1	9.9	i	-18	1.9	1490	-4	709	0.1%	i	13
CCN(CC)c1nc(Nc2ccccc2)nc(Oc2ccc(=O)[nH]n2)n1	13	3	1.9	879	i	11	5.6	4.0	12	i	2	-0.76	1144	-3	577	0.1%	i	6

The list continues:
mol	WT yeast gro inh	WT yeast gro inh mutant strain	bCat nuc transl	bCat nuc transl cell count 5 µM	Myeloid diff 2	Myeloid diff 2 GFP+ MAC1+ %	MT stabilize HCS	MT stabilize HCS Hoechst-high %	MT stabilize HCS cytotoxicity %	Autophagy mod	Autophagy mod cell loss 18 h	Insulin prom up	Insulin prom up cell count	Lipid droplet	Lipid droplet cells 6.5 µM	West Nile antiviral	T cell modulator	T cell modulator vesicle-bound %
CCc1ccc(CNC(=O)C2CCCN(c3nc4ccccc4o3)C2)cc1 (stereo not drawn)	1	-9	-4.9	1185	i	15	2.6	2.4	2.2	i	-38	0.58	812	21	745	-0.7%	i	35
CCCNC(=O)CN(c1ccccc1)S(=O)(=O)c1ccc(OC)c(OC)c1	-1	-3	-1.5	603	i	0.8	3.4	1.8	4.4	i	-3	.	.	-14	761	-0.6%	i	30
CCc1cc2c(CN(C)Cc3ccccc3F)cc(=O)oc2cc1O	.	.	.	.	i	0.5	.	.	.	.	.	.	.	4	861	-0.6%	i	14
CCNc1ccc(C(=O)OCC(=O)NC(=O)NCC(C)C)cc1[N+](=O)[O-]	17	3	0.9	1487	i	0.9	3.8	3.0	5.1	i	6	0.49	1343	5	727	-0.2%	i	53
COc1ccc2c(c1)c(C(O)CN1CCC(Cc3ccccc3)CC1)c(C)n2C (stereo not drawn)	23	1	-1.8	956	i	0.7	2.7	1.2	10	i	14	-1.7	918	.	.	.	i	40
Cc1cccc(Oc2ncnc3oc(-c4ccccc4)cc23)c1C	4	14	0.2	979	i	4.2	1.1	1.4	6.5	i	5	0.07	1597	-21	656	-1.1%	i	13
CCn1cc(CN2CCN(CC(C)(C)C)C(CCO)C2)c2ccccc21 (stereo not drawn)	.	.	.	.	i	0.3	.	.	.	.	.	.	.	5	814	-0.1%	i	48
Cc1onc(-c2ccccc2)c1C(=O)N/N=C/c1cccc(O)c1	9	18	0.1	403	i	0.5	4.1	1.3	5.9	i	-8	-0.04	1059	2	572	-0.2%	i	35
COc1ccc(N(C(=O)c2ccco2)C(C(=O)NC2CCCC2)c2ccc(N(C)C)cc2)cc1OC (stereo not drawn)	-12	-14	2.6	541	i	0.4	2.3	1.4	7.8	i	-5	.	.	33	730	0.1%	i	19
O=C(O)/C=C\C(=O)Nc1ccc(Oc2ccccc2)cc1	-13	2	1.0	1293	i	0.7	1.9	2.2	2.5	i	8	0.16	1698	.	.	1.0%	i	25
COc1ccc(CNC(=O)C2COc3ccccc3O2)c(OC)c1 (stereo not drawn)	-15	-9	0.9	769	i	9.9	1.4	1.9	6.6	i	-20	-0.73	1123	.	.	.	i	26
CCOC(=O)c1ccc(NC(=S)N(CCCN2CCCC(C)C2)Cc2ccco2)cc1 (stereo not drawn)	15	23	0.4	970	i	1.1	2.1	1.5	10	i	7	-0.21	1178	20	686	-1.3%	i	15
C#CCOc1c(Cl)cc(/C=C2/C(=O)ON=C2C)cc1OC	.	.	.	.	i	0.3	.	.	.	.	.	.	.	-5	785	0.4%	i	33
C/C(=N\NS(=O)(=O)c1ccc(Cl)c([N+](=O)[O-])c1)c1cc2ccccc2o1	9	-2	-3.2	1233	i	1.0	2.2	1.4	2.6	i	-16	.	.	-2	822	-0.1%	i	32
COCCSc1ccccc1C(=O)Nc1ccc(S(=O)(=O)N2CCOCC2)cc1	.	.	.	.	i	1.0	.	.	.	.	.	.	.	-7	803	-0.3%	i	50
COC(=O)c1cccc2c1-c1ccccc1/C2=N\NC(N)=O	.	.	.	.	i	1.1	.	.	.	.	.	.	.	0	866	2.4%	i	56
CCOc1cc(C(=O)N2CCc3cc(OC)c(OC)cc3C2)ccc1OC(F)F	6	2	.	.	.	.	18	56	38	i	37	0.99	796	.	.	?	i	57
O=C(Nc1ccc(Oc2cccnc2)cc1)C1CCN(Cc2ccccc2)CC1	.	.	.	.	i	1.3	.	.	.	.	.	.	.	-3	719	-0.8%	i	22
NS(=O)(=O)c1ccc(CCNC(=O)CCCNC(=O)c2ccc(Cl)cc2)cc1	.	.	.	.	i	1.2	.	.	.	.	.	.	.	-6	758	-0.4%	i	41
COc1cccc(/C=N/NC(=S)NCCc2ccccc2)c1	.	.	.	.	i	0.0	.	.	.	.	.	.	.	8	854	-0.6%	i	20
COc1ccc(CNC(=O)COC(=O)CCCOc2ccc(Cl)cc2Cl)cc1OC	8	0	-0.8	953	i	0.3	3.2	2.8	8.7	i	0	0.54	1184	-12	512	0.3%	i	31
Cc1nc2ccccc2c2oc(C(=O)NCc3ccccn3)cc12	3	5	.	.	i	6.7	2.4	1.4	3.0	i	2	-0.1	1118	-6	791	-0.1%	i	40
Cc1cc2c(cc1S(=O)(=O)CCC(=O)N(C)Cc1ccccc1)OCC(=O)N2	.	.	.	.	i	2.4	.	.	.	.	.	.	.	-1	744	-0.3%	i	16
CNc1ccccc1C(=O)OCC(=O)c1ccccc1	-2	-2	.	.	i	1.1	4.8	3.2	5.5	i	-2	0.26	1193	-3	728	-0.4%	.	.
CCC(=O)Oc1c(S(=O)(=O)c2ccc(C)cc2)c(C)nn1C(C)(C)C	7	-1	0.7	946	i	0.3	5.8	3.7	11	i	1	0.97	1543	.	.	1.2%	i	58
O=C(CCCOc1ccc(Cl)cc1)N1CCOCC1	20	20	.	.	i	1.0	2.6	1.5	1.7	i	1	-0.35	1287	-1	690	-0.9%	i	61
CCOC(=O)c1cnc2nc(NCc3ccc(OCc4ccccc4)cc3)[nH]n2c1=O	7	-4	-13	1168	i	5.6	1.4	1.2	9.0	i	3	.	.	-12	623	0.2%	i	46
CCOc1ccc(OCC)c(NC(=O)Cn2c(C)nc3ccccc3c2=O)c1	16	-5	0.3	1110	i	0.3	2.8	1.1	2.7	i	9	0.44	1123	-48	737	-0.5%	i	29
COc1ccc(CCNC(=O)c2cc(=O)[nH]c3ccccc23)cc1	.	.	.	.	i	2.2	.	.	.	.	.	.	.	-6	849	-0.2%	i	26
CN(C)CCCN(C(=O)c1ccc(C(=O)c2ccccc2)cc1)c1nc2c(F)cccc2s1	.	.	.	.	i	2.4	.	.	.	.	.	.	.	19	659	0.0%	i	21
